Screens (PubChem BioAssay)
HIV fusion peptide – inhibitors of HIV fusion peptide binding, primary screen, biochemical, uHTS, fluorescence dequenching (AID 1986). one-dose inhibition, % at 20 µM; IC50 in µM for titrated hits. cell-free peptide binding, fluorescence dequenching, 30 min; higher % means a stronger effect. 290,000 compounds, 0.3% hits; in the data active means inhibition mostly above about 52%, no sharp cut-off; inactive means mostly below about 76%; further: some results filed as inactive read as strong as hits
Rac1 GTP hydrolysis – MgcRacGAP GTPase-activating activity inhibitors, confirmation, biochemical, ADP Hunter fluorescence; MgcRacGAP-stimulated Rac1 GTP hydrolysis, ADP Hunter fluorescence; higher % means a stronger effect; GST-tagged Rac1 F28L mutant substrate; inhibition, % at 30 µM; hits with a dose series show IC50 in µM; 340,000 compounds, 0.6% hits; AID 624330;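 active means first-screen hits whose inhibition reached a set limit at any dose in the follow-up dose series; inconclusive means inhibition above the set first-screen limit but never retested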;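 further: fluorescence reports GDP produced by GAP-driven GTP hydrolysis; strong numbers were not always called active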
KOR beta-arrestin-1 – KOR antagonists, beta-arrestin recruitment, cell-based, luminescence, uHTS (AID 1778); inhibition, % at 10 µM; hits with a dose series show IC50 in µM; 290,000 compounds, 0.091% hits; KOR beta-arrestin recruitment, luminescence, antagonist mode; higher % means a stronger effect; further: strong numbers were not always called active
NOD2 inhibition – NOD2 signaling inhibitors, cell-based, luminescence, uHTS, HEK293 (AID 1566). one-dose inhibition, % at 4 µM; EC50 in µM for titrated hits. HEK293 NOD2/NF-kB luciferase reporter, luminescence; higher % means a stronger effect. 290,000 compounds, 0.63% hits; further: many of its hits are not listed in these tables
GPR55 antagonists – GPR55 antagonists blocking LPI-driven arrestin recruitment, primary screen, imaging, U2OS, beta-arrestin-GFP, LPI agonist (AID 2013) | U2OS GPR55 beta-arrestin-GFP translocation imaging, LPI antagonism; higher % means a stronger effect | one-dose inhibition, % at 10 µM; IC50 in µM for titrated hits | 290,000 compounds, 0.13% hits;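 active means spots per cell inhibited over 60%, with over 100 cells counted and total cytoplasm intensity under 500,000; inconclusive means wells with under 100 cells, flagged as likely toxic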;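 further: U2OS cells stably carrying GPR55 and arrestin-GFP stimulated by 5 µM LPI near EC80; imaged beta-arrestin-GFP aggregate spots per cell after agonist stimulation; plate controls were LPI-stimulated DMSO wells for no effect and DMSO wells without LPI for full effect; some results filed as inactive read as strong as hits; confirmed hits need IC50 under 10 µM and bright autofluorescent wells are also inconclusive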
SV40 large T antigen – TAg ATPase/helicase activity blockers – biochemical (AID 1903). SV40 large T antigen ATPase/helicase inhibition assay; higher % means a stronger effect. inhibition, % at 20 µM; hits with a dose series show IC50 in µM. 310,000 compounds, 0.39% hits; in the data active means a potency from the dose series; inconclusive means inhibition mostly from about 32% at the one dose, without a potency; inactive means the rest, 99 in 100 with inhibition below about 32%; further: strong numbers were not always called active
NOD1 inhibition – NOD1 signaling inhibitors, primary screen, cell-based, luminescence, uHTS (AID 1578); 290,000 compounds, 1% hits; NOD1-driven NF-kB luciferase reporter cells, luminescence; higher % means a stronger effect; one-dose inhibition, % at 4 µM; EC50 in µM for titrated hits; in the data active means inhibition mostly above about 36%, no sharp cut-off; inactive means mostly below about 34%;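 further: HEK-293T reporter cells stimulated with the NOD1 agonist gamma-tri-DAP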
KOR beta-arrestin-2 – KOR agonists, beta-arrestin recruitment, primary screen, cell-based, luminescence, uHTS (AID 1777); KOR beta-arrestin recruitment, luminescence; higher % means a stronger effect; one-dose activation, % at 10 µM; EC50 in µM for titrated hits; 280,000 compounds, 0.02% hits; in the data active means activation above about 50%, passing the limit was not always enough; further: a part of the inactive calls stands beside numbers as strong as those of hits
GPR55 beta-arrestin – GPR55 agonists via beta-arrestin recruitment, primary screen, imaging, U2OS cells, beta-arrestin-GFP redistribution (AID 1961). U2OS GPR55 beta-arrestin-GFP redistribution imaging; higher % means a stronger effect. one-dose activation, % at 10 µM; EC50 in µM for titrated hits. 290,000 compounds, 0.048% hits;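 active means activation above 40% with more than 50 cells counted in the well; inconclusive means wells holding fewer than 50 cells, flagged as toxic or sparse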;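 further: U2OS osteosarcoma cells stably expressing GPR55 and beta-arrestin-GFP; plate controls were DMSO negative control for no effect and LPI positive control for full effect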
Starred values were filed as active, the others as inactive; ? = inconclusive; · = not tested or not shown; [ ] = remark or other dose. Unless noted, no stated cut-off is given here; in the data, active means inhibition above about 50%; inactive means the rest.

SMILES	HIV fusion peptide	Rac1 GTP hydrolysis	KOR beta-arrestin-1	NOD2 inhibition	GPR55 antagonists	SV40 large T antigen	NOD1 inhibition	KOR beta-arrestin-2	GPR55 beta-arrestin
CCOc1cc(/C=N/Nc2cc(C)nc(-n3nc(C)cc3C)n2)ccc1O	-1.4%	11%	·	13%	9%	?	-4%	-3.3%	-0.3%
COc1ccc(C(=O)NC2CCN(CC(=O)NCc3ccccc3F)CC2)cc1	1.5%	3%	0%	6%	9%	21%	-30%	-2.2%	-0.2%
CSc1ccc(CNC(=O)C2Cc3cc(S(=O)(=O)N4CCCC4)ccc3N2C(C)=O)cc1 (stereo not drawn)	-0.9%	10%	-12%	10%	2%	4%	-34%	0.2%	0.0%
Cc1ccccc1C(=O)Nc1ccccc1	0.5%	11%	18%	-22%	2%	1%	-15%	2.7%	-0.2%
CNC(=O)COC(=O)c1cc(F)c(F)cc1Cl	-1.9%	5%	-32%	3%	-21%	10%	6%	3.1%	-0.1%
CCOC(=O)C1CCCCN1S(=O)(=O)c1cc2c(cc1C)NC(=O)CO2 (stereo not drawn)	-0.9%	1%	-3%[20 µM]	17%	-11%	·	-3%	-8.8%	-0.3%
CCCOP(=O)(c1ccc(N(C)C)cc1)C(O)c1ccc(Cl)cc1 (stereo not drawn)	0.5%	·	-23%	8%	2%	3%	0%	-3.0%	-0.1%
CCn1c(C)cc(/C=C2/NC(=O)N(c3ccccc3)C2=O)c1C	1.8%	1%	-65%[20 µM]	-33%	-15%	3%	-38%	1.9%	0.5%
Cc1cc(C)n(Cc2ccc(C(=O)NCCC3=CCCCC3)o2)n1	-2.6%	6%	3%	-24%	28%	4%	-2%	6.6%	0.6%
Cc1nnc(SCC(=O)N2CCC(C(=O)Nc3nccs3)CC2)n1Cc1ccccc1	0.0%	2%	-4%	6%	6%	2%	-15%	7.2%	-0.3%
CCOC(=O)N1CCN(C(=O)Cn2ncc3c2-c2ccccc2OC3)CC1	-0.1%	-7%	6%	-14%	-8%	6%	10%	3.8%	0.3%
CC1CN(C(=O)c2ccc(N3CCCCC3)c([N+](=O)[O-])c2)CC(C)O1 (stereo not drawn)	0.6%	4%	8%	2%	4%	23%	-9%	2.6%	-0.3%
COc1ccc(NC(=O)c2ccc(NCCN3C(=O)CCC3=O)c([N+](=O)[O-])c2)cc1	-0.9%	8%	-1%	10%	-19%	12%	-45%	-0.9%	0.5%
CCOc1ccccc1C(=O)Nc1cccc2cccnc12	0.7%	7%	-93%[20 µM]	-12%	0%	0%	8%	7.3%	-0.1%
c1ccc(-c2nnc(CN3CCCCC3)o2)cc1	-3.0%	5%	-18%	-12%	5%	6%	3%	-1.8%	0.0%
c1ccc2c(c1)nc1n2C2(N3CCOCC3)CCCC2C1N1CCOCC1 (stereo not drawn)	3.8%	1%	17%	19%	4%	·	-2%	-4.0%	0.5%
O=C(NCC1COc2ccccc2O1)C1CCN(S(=O)(=O)c2cccc3nsnc23)CC1 (stereo not drawn)	-0.8%	4%	-14%	2%	19%	0%	5%	0.8%	-0.2%
Cc1cc(O)c(C(=O)/C=C/c2ccccc2Br)c(=O)o1	53%	13%	-23%[20 µM]	-72%	-12%	2%	42%	4.0%	-0.1%
Cc1nc(NC(=O)c2ccc(Br)s2)sc1C(=O)N(C)C	-0.3%	2%	9%	-79%	11%	9%	-32%	0.8%	-0.2%
c1ccc(CSc2nnnn2-c2ccccc2)cc1	0.0%	1%	33%	6%	3%	-7%	-11%	-1.4%	-0.2%
COc1ccc(Cl)cc1N(CC(=O)Nc1cccc(SC)c1)S(C)(=O)=O	-1.3%	9%	-23%	-10%	-1%	11%	-1%	·	-0.1%
CSc1ccc(CN2CCCC(CO)(Cc3ccccc3)C2)cc1 (stereo not drawn)	0.2%	7%	-24%[20 µM]	-7%	20%	6%	-9%	·	-0.1%
CC12CC(c3ccccc3O1)N(C(=O)c1ccco1)C(=S)N2c1ccccc1 (stereo not drawn)	0.6%	6%	-31%	-26%	13%	-2%	16%	12%	-0.1%
Cc1ccc(NC(=O)CS(=O)CC(=O)N(C2CCCC2)C(C)C(=O)NC2CCCCC2)cc1 (stereo not drawn)	-0.2%	-3%	-22%	5%	10%	10%	-2%	4.5%	0.1%
CN(c1nc2ccccc2n2c(-c3ccco3)nnc12)S(=O)(=O)c1ccccc1	4.5%	3%	-8%	-12%	-1%	1%	-6%	1.2%	-0.1%
COCCn1c(N)c(C(=O)NCc2cccs2)c2nc3ccccc3nc21	-0.3%	1%	-35%	-7%	5%	-13%	-14%	-8.1%	0.4%
O=C1CC(N2CCC(O)(c3ccc(Br)cc3)CC2)C(=O)N1c1ccc(Cl)cc1 (stereo not drawn)	2.5%	-7%	19%	-4%	19%	11%	-33%	6.0%	-0.4%
CN1c2ccccc2C(C)(C)C12C=Nc1c(cc(N3CCOCC3)c3ccccc13)O2 (stereo not drawn)	4.4%	13%	12%	20%	-4%	16%	26%	0.0%	-0.1%
CCC(=O)N1CCc2cc(Br)cc(S(=O)(=O)C3(C(=O)OC)CC3)c21	0.0%	11%	-14%	11%	-7%	4%	1%	-3.2%	-0.1%
O=C1c2cccc3cc([N+](=O)[O-])cc(c23)C(=O)N1c1ccccc1O	7.1%	1%	-4%[20 µM]	5%	2%	1%	-35%	·	-0.1%
COC(=O)C(C(=O)Nc1ccc(OC)cc1)C1CCCCCC1 (stereo not drawn)	-3.4%	3%	-24%	5%	-15%	5%	-7%	-5.0%	-0.4%
O=C(c1cn(-c2ccccc2)nc1-c1cccc(Br)c1)N1CCOCC1	2.4%	1%	-27%[20 µM]	24%	9%	7%	-4%	-4.0%	-0.1%
Cc1nnc(NC(=O)CSc2ccccc2N)s1	-3.5%	6%	19%	7%	2%	12%	1%	-3.0%	0.0%
CCCCCCN1CC(C(=O)OCC)C(=O)C1=O (stereo not drawn)	-2.5%	8%	6%	5%	-8%	15%	-12%	11%	0.0%
CCNc1nc(NCC)n2c(SCC(=O)N3CC4(C)CC3CC(C)(C)C4)nnc2n1 (stereo not drawn)	-0.8%	6%	7%	18%	11%	-1%	-26%	1.8%	-0.1%
COc1ccc(-c2cc(C(=O)N3CCN(c4ccccn4)CC3)c3ccccc3n2)cc1	2.2%	4%	0%	-67%	3%	4%	-34%	2.7%	-0.1%
Cc1ccc(S(=O)(=O)c2nc(-c3ccccc3Cl)oc2NCCCN2CCOCC2)cc1	0.6%	5%	-19%	13%	-13%	9%	-16%	7.5%	0.2%
CCc1cccc(C)c1NC(=O)C1CCCN(S(C)(=O)=O)C1 (stereo not drawn)	0.7%	1%	-15%	6%	7%	9%	4%	-6.8%	-0.1%
CCCCOC(=O)Nc1ccccc1C(=O)N1CCCC1	-0.4%	7%	30%	11%	-1%	5%	-12%	-2.0%	-0.2%
Cn1c(=N)n(CC(O)c2cccs2)c2ccccc21 (stereo not drawn)	-0.2%	5%	5%	4%	20%	3%	-36%	-1.9%	-0.2%
CCn1c(SCCC(C)C)nnc1-c1c[nH]c2ccccc12	1.7%	7%	12%	7%	-12%	5%	36%	-3.8%	-0.2%
CCc1ccc(CNC(=O)CCc2nnc(CCc3ccc(OC)cc3)o2)nc1	-0.1%	8%	-2%[20 µM]	-16%	10%	3%	-3%	·	-0.1%
O=c1cc(-c2ccccc2)nc(Cc2c(Cl)cccc2Cl)[nH]1	-1.0%	9%	29%	8%	-6%	11%	-4%	-3.8%	0.0%
O=C1C=C(O)C(n2cncn2)C(c2cc(F)ccc2F)C1 (stereo not drawn)	-0.7%	-2%	15%	18%	-3%	-4%	-32%	-4.4%	-0.2%
COc1ccc(CNC(=O)c2c([S-])n(-c3ccc(C)cc3)c3cccc[n+]23)cc1	-2.3%	10%	-12%	11%	16%	3%	3%	0.2%	-0.3%
O=C(O)CC12CC3CC(C1)CC(n1cncn1)(C3)C2	0.1%	1%	-4%	-12%	10%	3%	-25%	-0.4%	-0.3%
COc1ccc(C2CC(=O)C3=C(C2)Nc2ncnn2C3c2ccccc2)cc1 (stereo not drawn)	0.0%	6%	9%	-9%	4%	2%	-12%	-1.8%	-0.1%
COc1ccc(OC)c(C2CC(c3c(-c4ccccc4)c4cc(Cl)ccc4[nH]c3=O)=NN2S(C)(=O)=O)c1 (stereo not drawn)	-1.5%	11%	-34%	2%	-24%	2%	-10%	4.8%	0.0%
CC(=O)Nc1ccc(NC(=O)c2cc([N+](=O)[O-])cc([N+](=O)[O-])c2)cc1	-1.1%	4%	-3%	11%	7%	8%	-21%	0.3%	-0.2%
Cc1c(CC(=O)O)c(=O)oc2cc(OCc3ccc(F)cc3F)ccc12	0.2%	8%	7%	1%	-1%	23%	1%	-17%	0.3%

Remaining list, next part.
SMILES	HIV fusion peptide	Rac1 GTP hydrolysis	KOR beta-arrestin-1	NOD2 inhibition	GPR55 antagonists	SV40 large T antigen	NOD1 inhibition	KOR beta-arrestin-2	GPR55 beta-arrestin
Cc1ccc(C(=O)OCC(=O)NCCN2C(=O)CSC2=O)cc1	-0.4%	16%	2%	-6%	14%	5%	-9%	2.7%	0.1%
CC(=O)c1cnc(Nc2ccc(C)cc2)s1	1.1%	9%	0%[20 µM]	-35%	-5%	8%	-29%	-7.0%	0.2%
Cc1nnc2c(N3CCN(C(=O)c4ccco4)CC3)nc3ccccc3n12	-1.4%	11%	-39%	12%	-2%	9%	-10%	-6.1%	0.3%
Cc1cc(NC(=O)CSc2cn(CC(=O)N(C(C)C)C(C)C)c3ccccc23)no1	-1.3%	12%	-20%	-5%	14%	3%	-26%	-0.3%	0.3%
COC(=O)/C(C#N)=C/c1ccc(C)o1	-1.3%	2%	2%	-3%	10%	0%	-28%	-3.2%	0.1%
COc1ccc(Cn2c(=O)[nH]c3cc(C(=O)Nc4ccc(N5CCN(C)CC5)cc4)ccc32)cc1	-4.2%	7%	-55%	5%	5%	12%	12%	-1.6%	-0.3%
COCc1cc(C)nc2sc(C(=O)Nc3ccc(C(=O)OC)cc3)c(N)c12	-1.1%	2%	0%[20 µM]	14%	-3%	8%	-25%	-8.4%	-0.1%
O=C(CSc1nnc(-c2ccc(F)cc2)o1)NC1CCCCC1	-0.2%	8%	24%[20 µM]	1%	-7%	·	-28%	-0.6%	-0.1%
O=C(CCN1CCN(Cc2ccccc2)CC1)Nc1cccc(Cl)c1	0.8%	2%	18%	-3%	-1%	16%	13%	5.4%	0.2%

The list is partial; rates above refer to the full screens.
